m5-HT2A agonist: mouse Htr2a agonists via beta-arrestin recruitment, primary screen, cell-based, luminescence; 5-hydroxytryptamine receptor 2A (Mus musculus), P35363; CHO-K1 mHTR2A beta-arrestin complementation; percent of 30 µM serotonin response; AID 624169, 2012; activation, % at 7.6 µM; 360,000 compounds, 0.66% hits;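 active = activation above a run cutoff, the mean activation of all tested compounds plus 3 SD, cut at about 14% in these data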;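 note: 0% = plate median of compound wells and 100% = 30 µM serotonin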
N-glyco inh: increase of ERlucT glycosylation luciferase signal, primary screen, N-linked glycosylation inhibitor project, D54 ERlucT cells, luminescence, set 2; reporter increase, % at 12.5 µM; D54 ERlucT glycosylation luciferase reporter, 24 h; percent of 100 nM tunicamycin response; 360,000 compounds, 0.23% hits; AID 588692, 2011;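 active = mean luciferase reporter signal, scaled so untreated is 0 and the glycosylation-blocking control 100, at or above a set limit in every replicate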;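 note: luciferase carries N-glycosylation sites so blocking glycosylation raises the light; 0% = median of neutral control wells and 100% = median of 100 nM tunicamycin wells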
aDG glyco up: activators of alpha-DG glycosylation, primary screen, uHTS, Pro5-aDG cells, AlphaScreen; alpha-DG glycosylation AlphaScreen (IIH6); 0% Pro5, 100% B10-LARGE cell signal; activation, % at 10 µM; 360,000 compounds, 0.22% hits;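 active = activation of at least 8% versus controls, or a plate z-score of at least 8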;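 note: Pro5 are CHO cells carrying HIG-tagged alpha-DG that lacks glycosylation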
iPSC survival up: enhancers of single-cell hiPSC survival, primary screen, ATPlite luminescence. 100% = ROCK inhibitor wells, 0% = DMSO. survival enhancement, % at 20 µM. 360,000 compounds, 0.044% hits; in the data active = survival enhancement above about 18%;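 note: cells exposed to compounds for 16 hours before the ATP read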
CaV13 FRET inh: Disruptors of the CACNA1D IQ motif to Ca2+-dependent inactivation inhibitor domain association, primary screening, Förster resonance energy transfer in intact living …. 340,000 compounds, 0.098% hits. HEK cells, CFP/YFP FRET ICDI-IQ, plate reader, 10 min; percent FRET-ratio fall versus neutral wells. inhibition, % at 12.3 µM. AID 743397;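 active = mean replicate inhibition of at least 30% and at least 1% of replicates passing that level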;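 note: 0% = median of the neutral control wells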
Granule exo inh: LAMP-1 surface exposure blockers, TALL-104 cells – cell-based, flow cytometry, MLPCN library, primary screen; TALL-104 LAMP-1 surface exposure; cells stimulated with thapsigargin and PMA; inhibition, % at 10 µM; 360,000 compounds, 0.66% hits;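 active = inhibition above about 55%, limit read from the data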
Vif imaging: HIV Vif self-association inhibitors, primary screen, imaging, HEK293T, single point; HEK293T cells, Vif self-association by quenched fluorescence, 24 h; inhibition, % at 7.49 µM; 340,000 compounds, 0.35% hits; in the data active = inhibition above about 50%, passing the limit was not always enough; note: some results filed as inactive read as strong as hits
ABCB6 inh 2: ABCB6 transporter inhibitors, primary screen, K562-ABCB6 cells, flow cytometry, MLPCN library | AID 602162, 2011 | 360,000 compounds, 0.19% hits | K562-ABCB6 porphyrin accumulation, 1 h; hits give low values | ATP-binding cassette sub-family B member 6 (Homo sapiens), Q9NP58 | fluorescence ratio to DMSO, % at 10 µM;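 active = fluorescence ratio to DMSO below 75%, the collection mean minus 3 SD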;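 note: signal is porphyrin accumulated inside mitochondria; 100% equals median channel fluorescence of DMSO control wells; lower ratio means ABCB6 inhibition with less porphyrin fluorescence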
Target sequence (Q9NP58 whole entry, looked up): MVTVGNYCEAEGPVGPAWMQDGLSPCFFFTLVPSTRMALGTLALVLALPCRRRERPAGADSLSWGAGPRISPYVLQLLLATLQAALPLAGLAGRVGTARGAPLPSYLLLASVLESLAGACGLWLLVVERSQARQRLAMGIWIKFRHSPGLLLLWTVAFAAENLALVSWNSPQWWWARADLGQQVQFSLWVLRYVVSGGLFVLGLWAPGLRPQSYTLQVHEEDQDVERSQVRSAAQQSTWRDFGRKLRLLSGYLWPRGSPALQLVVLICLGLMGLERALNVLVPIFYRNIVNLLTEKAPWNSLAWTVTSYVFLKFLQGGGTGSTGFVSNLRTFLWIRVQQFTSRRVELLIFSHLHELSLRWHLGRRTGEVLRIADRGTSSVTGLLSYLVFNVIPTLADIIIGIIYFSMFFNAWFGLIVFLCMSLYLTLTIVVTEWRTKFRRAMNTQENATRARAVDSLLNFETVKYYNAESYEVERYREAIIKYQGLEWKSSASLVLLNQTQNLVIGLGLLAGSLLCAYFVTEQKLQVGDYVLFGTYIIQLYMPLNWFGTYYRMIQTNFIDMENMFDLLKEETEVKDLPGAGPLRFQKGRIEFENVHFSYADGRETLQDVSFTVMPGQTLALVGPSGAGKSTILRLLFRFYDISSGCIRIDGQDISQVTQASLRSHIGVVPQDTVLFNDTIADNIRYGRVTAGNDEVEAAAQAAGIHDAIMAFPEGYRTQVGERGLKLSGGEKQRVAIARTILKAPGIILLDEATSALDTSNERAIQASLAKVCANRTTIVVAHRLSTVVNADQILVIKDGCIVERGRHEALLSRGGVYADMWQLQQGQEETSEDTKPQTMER
PDI turbidity: inhibitors of human PDI, primary screen, biochemical, turbidity, single point, plate reader. 350,000 compounds, 0.052% hits. AID 588391, 2011. PDI insulin aggregation turbidity, A650, 90 min. inhibition, % at 10 µM;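 active = mean inhibition across replicates of 30% or more, whatever share of single replicates reach that level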;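 note: absorbance from insulin aggregation driven by PDI reduction with DTT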
Cardio protect: cardioprotection against H2O2-induced cell death, primary screen, uHTS, H9c2 cells, ATPLite luminescence | H9c2 cardiomyocytes, H2O2 injury protection, 2 h | protection from H2O2 cell death, % at 20 µM | 360,000 compounds, 0.63% hits;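 active = compounds giving at least 50% protection of heart cells from peroxide-induced death in the single-dose screen, raw or plate-pattern-corrected value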;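 note: 0% = DMSO wells with peroxide and 100% = DMSO wells without peroxide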
Starred values were filed as active, the others as inactive. Hits appear at their usual frequency (roughly 3.1% active in at least one column).

Results for CC1Cc2ccccc2N1C(=O)COC(=O)c1ccc(O)cc1 (configuration not stated) ?
m5-HT2A agonist: 1; N-glyco inh: 3; aDG glyco up: -0.2; iPSC survival up: 1.0; CaV13 FRET inh: -5; Granule exo inh: -6; ABCB6 inh 2: 99; PDI turbidity: -1; Cardio protect: -3

What do the screens show for `Cc1ccccc1N1C(=O)CC2(CCCC2)CC1=O`?
m5-HT2A agonist: 4; N-glyco inh: 3; aDG glyco up: 0.0; iPSC survival up: -0.3; CaV13 FRET inh: -7; Granule exo inh: 1; Vif imaging: -6; ABCB6 inh 2: 100; PDI turbidity: 2; Cardio protect: 4

Results for CCN(CC)C(=O)COC(=O)c1ccc(C)c(NC(=O)c2ccco2)c1 ?
m5-HT2A agonist: 0; N-glyco inh: 1; aDG glyco up: 0.5; iPSC survival up: 0.9; CaV13 FRET inh: -2; Granule exo inh: -7; Vif imaging: -1; ABCB6 inh 2: 94; PDI turbidity: -5; Cardio protect: 1

What do the screens show for `C#CCOCCOCCOCCNc1nc(N2CCN(C(=O)CCCCCCCCCCNC(=O)[C@@H](CCSC)n3cc(CCO)nn3)CC2)nc(N2CCN(C(=O)CCCCCCCCCCNC(=O)[C@H](CO)n3cc(CCCCCN)nn3)CC2)n1`?
m5-HT2A agonist: 4; N-glyco inh: 2; aDG glyco up: -0.3; iPSC survival up: 0.7; Granule exo inh: 4; Vif imaging: 7; ABCB6 inh 2: 88; PDI turbidity: 7; Cardio protect: 11

What do the screens show for `O=[N+]([O-])c1ccccc1NCCNS(=O)(=O)c1ccc(Cl)cc1`?
m5-HT2A agonist: -1; N-glyco inh: 1; aDG glyco up: -0.2; iPSC survival up: 2.6; CaV13 FRET inh: -8; Granule exo inh: -5; Vif imaging: -1; ABCB6 inh 2: 90; PDI turbidity: 2; Cardio protect: 11

Results for CCOC(=O)Cn1nc(NC(=O)c2ccc(C(=O)OC)cc2)cc1C ?
m5-HT2A agonist: -3; N-glyco inh: 1; aDG glyco up: -0.1; iPSC survival up: 0.5; CaV13 FRET inh: -5; Granule exo inh: -2; Vif imaging: 3; ABCB6 inh 2: 98; PDI turbidity: 15; Cardio protect: -7

Results for CCN(C(=O)COC(=O)c1ccccc1NCCO)C1CCS(=O)(=O)C1 (configuration not stated) ?
m5-HT2A agonist: -1; N-glyco inh: 2; aDG glyco up: 0.3; iPSC survival up: -0.5; CaV13 FRET inh: -6; Granule exo inh: -5; ABCB6 inh 2: 93; PDI turbidity: 4; Cardio protect: -4

Results for Cc1cc(NC(=O)CCCSc2nc(-c3ccco3)cc(C(F)(F)F)n2)n(-c2ccccc2)n1 ?
m5-HT2A agonist: -2; N-glyco inh: 0; aDG glyco up: 0.0; iPSC survival up: 3.3; Granule exo inh: 12; Vif imaging: -11; ABCB6 inh 2: 109; PDI turbidity: 2; Cardio protect: 13

What do the screens show for `NC(=O)N[C@@H](Cc1c[nH]c2ccccc12)C(=O)OCC(=O)N1CCCCC1`?
m5-HT2A agonist: 4; N-glyco inh: 1; aDG glyco up: 0.0; iPSC survival up: 5.1; CaV13 FRET inh: -3; Granule exo inh: -5; Vif imaging: 6; ABCB6 inh 2: 100; PDI turbidity: 7; Cardio protect: 0

What do the screens show for `CC(=O)Nc1cc[n+](C(C)C(=O)c2ccc(Cl)cc2)cc1` (configuration not stated)?
m5-HT2A agonist: -2; N-glyco inh: -1; aDG glyco up: -0.1; iPSC survival up: 1.0; CaV13 FRET inh: 5; Granule exo inh: -1; Vif imaging: -2; ABCB6 inh 2: 94; PDI turbidity: -8; Cardio protect: 4

Results for Cc1ccc2[nH]c(=O)c(CN(Cc3ccccc3Cl)C(=O)N3CCOCC3)cc2c1 ?
m5-HT2A agonist: -2; N-glyco inh: -1; aDG glyco up: 0.5; iPSC survival up: -2.4; CaV13 FRET inh: -5; Granule exo inh: 0; Vif imaging: -3; ABCB6 inh 2: 105; PDI turbidity: -5; Cardio protect: 9

Results for Cc1ccc(S(=O)(=O)N2CC=C(c3c(C)n(C)c4ccccc34)CC2)cc1 ?
m5-HT2A agonist: 5; N-glyco inh: -1; aDG glyco up: 0.1; iPSC survival up: -0.2; CaV13 FRET inh: -3; Granule exo inh: -7; Vif imaging: 4; ABCB6 inh 2: 107; PDI turbidity: -7; Cardio protect: -6

How did CCOc1ccccc1C=NNC(=O)C(=O)NN=Cc1ccccc1OCC do in these assays?
m5-HT2A agonist: 1; N-glyco inh: 2; aDG glyco up: -0.1; iPSC survival up: -4.3; CaV13 FRET inh: -6; Granule exo inh: 0; Vif imaging: -1; ABCB6 inh 2: 87; PDI turbidity: -9; Cardio protect: 14

Results for O=C(COc1ccccc1)OCC(=O)c1c[nH]c2ccccc12 ?
m5-HT2A agonist: 4; N-glyco inh: -2; aDG glyco up: 0.7; iPSC survival up: -0.3; CaV13 FRET inh: -4; Granule exo inh: -2; Vif imaging: -2; ABCB6 inh 2: 91; PDI turbidity: -7; Cardio protect: 0

What do the screens show for `Cc1nc(C(F)(F)F)ccc1C(=O)N1CCC1(C)C(=O)NS(=O)(=O)c1c(C)noc1C` (configuration not stated)?
m5-HT2A agonist: -1; N-glyco inh: 1; aDG glyco up: 0.0; iPSC survival up: -1.2; CaV13 FRET inh: -12; Granule exo inh: -4; Vif imaging: -11; ABCB6 inh 2: 101; PDI turbidity: 0; Cardio protect: -2

How did O=C(CN1C(=O)NC2(CCCCC2)C1=O)Oc1ccc2ccc(=O)oc2c1 do in these assays?
m5-HT2A agonist: -8; N-glyco inh: 1; aDG glyco up: -0.1; iPSC survival up: -0.7; CaV13 FRET inh: -6; Granule exo inh: -8; Vif imaging: -11; ABCB6 inh 2: 98; PDI turbidity: 5; Cardio protect: 14

What do the screens show for `O=C(NC(=S)Nc1nc(-c2ccccc2)cs1)c1ccco1`?
m5-HT2A agonist: 5; N-glyco inh: 2; aDG glyco up: -0.2; iPSC survival up: -2.1; CaV13 FRET inh: -7; Granule exo inh: 6; Vif imaging: -5; ABCB6 inh 2: 101; PDI turbidity: -9; Cardio protect: 12

How did CCOC(=O)C[C@H]1c2cc(F)ccc2S(=O)(=O)N1C1CCCC1 do in these assays?
m5-HT2A agonist: 1; N-glyco inh: 0; aDG glyco up: -0.1; iPSC survival up: 6.5; CaV13 FRET inh: -11; Granule exo inh: 17; Vif imaging: 5; ABCB6 inh 2: 96; PDI turbidity: 6; Cardio protect: 5

Results for O=C(COc1ccccc1-c1ccccc1)NCc1ccco1 ?
m5-HT2A agonist: -3; N-glyco inh: -1; aDG glyco up: 0.6; iPSC survival up: 0.9; CaV13 FRET inh: -5; Granule exo inh: 1; Vif imaging: 1; ABCB6 inh 2: 104; PDI turbidity: 2; Cardio protect: 1

How did Clc1ccc(-n2nnc(-c3cccnc3)n2)cc1Cl do in these assays?
m5-HT2A agonist: 0; N-glyco inh: 1; aDG glyco up: 0.0; iPSC survival up: -2.8; CaV13 FRET inh: -4; Granule exo inh: 10; Vif imaging: 1; ABCB6 inh 2: 101; PDI turbidity: -37; Cardio protect: -12

How did CCCCn1c(CN2CCOCC2)nc2c1c(=O)n(C)c(=O)n2C do in these assays?
m5-HT2A agonist: 2; N-glyco inh: 4; aDG glyco up: -0.1; iPSC survival up: 1.1; CaV13 FRET inh: -5; Granule exo inh: 8; Vif imaging: -8; ABCB6 inh 2: 99; Cardio protect: -1

What do the screens show for `COc1ccc(N(CC(=O)NC(C)(C)C)S(=O)(=O)c2ccccc2)cc1OC`?
m5-HT2A agonist: -6; N-glyco inh: 1; aDG glyco up: 0.0; iPSC survival up: 4.2; CaV13 FRET inh: -8; Granule exo inh: 1; Vif imaging: 2; ABCB6 inh 2: 85; PDI turbidity: 7; Cardio protect: 6

How did O=C1Cc2cc(S(=O)(=O)NCc3ccccc3Cl)cc3c2N1CCC3 do in these assays?
m5-HT2A agonist: 1; N-glyco inh: -3; aDG glyco up: -0.3; iPSC survival up: -0.5; CaV13 FRET inh: -14; Granule exo inh: 9; Vif imaging: 2; ABCB6 inh 2: 102; PDI turbidity: -1; Cardio protect: 6

Results for O=C(Nc1ccccc1Cl)c1ccc(C(=O)Nc2ccccc2Cl)cc1 ?
m5-HT2A agonist: 5; N-glyco inh: -2; aDG glyco up: -0.2; iPSC survival up: -0.8; CaV13 FRET inh: -6; Granule exo inh: -5; Vif imaging: 6; ABCB6 inh 2: 99; PDI turbidity: 5; Cardio protect: -2

How did Cn1cc(S(=O)(=O)Nc2ccc(OC(F)(F)F)cc2)c(=O)n(C)c1=O do in these assays?
m5-HT2A agonist: 8; N-glyco inh: 0; aDG glyco up: 0.0; iPSC survival up: -0.4; CaV13 FRET inh: 3; Granule exo inh: -1; Vif imaging: 0; ABCB6 inh 2: 98; PDI turbidity: -8; Cardio protect: -1

Results for O=C1NC(=S)S/C1=C\c1cc2ccccc2nc1N1CCCCC1 ?
m5-HT2A agonist: 0; N-glyco inh: 1; aDG glyco up: 0.0; iPSC survival up: -0.6; CaV13 FRET inh: -5; Granule exo inh: 4; Vif imaging: -4; ABCB6 inh 2: 101; PDI turbidity: 2; Cardio protect: -16

What do the screens show for `CCc1ccccc1NC(=O)Nc1cccn(Cc2ccc(F)cc2)c1=O`?
m5-HT2A agonist: -4; N-glyco inh: -3; aDG glyco up: 0.9; iPSC survival up: 0.2; CaV13 FRET inh: -7; Granule exo inh: 2; Vif imaging: 4; ABCB6 inh 2: 99; PDI turbidity: -2; Cardio protect: 4

Results for O=[N+]([O-])c1ccc(C[n+]2cccc3c4ccccc4ccc32)cc1 ?
m5-HT2A agonist: 0; N-glyco inh: 3; aDG glyco up: -0.5; iPSC survival up: -2.4; CaV13 FRET inh: -11; Granule exo inh: -1; Vif imaging: -14; ABCB6 inh 2: 114; PDI turbidity: -3; Cardio protect: 5

How did CCOc1ccc(S(=O)(=O)NCC(=O)OCc2nnc(-c3ccccc3)o2)cc1 do in these assays?
m5-HT2A agonist: 0; N-glyco inh: 3; aDG glyco up: -0.2; iPSC survival up: -0.3; CaV13 FRET inh: -6; Granule exo inh: 3; Vif imaging: 9; ABCB6 inh 2: 98; PDI turbidity: -2; Cardio protect: -8

Results for O=S(=O)(c1ccc(N2CCN(Cc3ccccc3)CC2)nc1)N1CCCC1 ?
m5-HT2A agonist: 4; N-glyco inh: -1; aDG glyco up: 0.1; iPSC survival up: 3.7; CaV13 FRET inh: -6; Granule exo inh: 0; Vif imaging: -1; ABCB6 inh 2: 103; PDI turbidity: -12; Cardio protect: -4

Results for CCOc1ccc(C(O)c2nccn2Cc2ccccc2)cc1 (configuration not stated) ?
m5-HT2A agonist: 2; N-glyco inh: 1; aDG glyco up: 0.0; iPSC survival up: -1.8; Granule exo inh: -1; Vif imaging: 4; ABCB6 inh 2: 97; PDI turbidity: -3; Cardio protect: -13
